Bioassay records (PubChem)
NOD1 inhibition: inhibition of NOD1-driven NF-kB reporter – cell-based, luminescence, uHTS, primary screen (AID 1578); 290,000 compounds, 1% hits; NOD1-driven NF-kB luciferase reporter cells, luminescence; higher % means a stronger effect; one-dose inhibition, % at 4 µM; EC50 in µM for titrated hits; in the data active means inhibition mostly above about 36%, no sharp cut-off; inactive means mostly below about 34%;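 further: HEK-293T reporter cells stimulated with the NOD1 agonist gamma-tri-DAP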
KOR beta-arrestin-1: KOR agonists, beta-arrestin recruitment, primary screen, cell-based, luminescence, uHTS (AID 1777); 280,000 compounds, 0.02% hits; one-dose activation, % at 10 µM; EC50 in µM for titrated hits; KOR beta-arrestin recruitment, luminescence; higher % means a stronger effect; in the data active means activation above about 50%, passing the limit was not always enough; further: a part of the inactive calls stands beside numbers as strong as those of hits
KOR beta-arrestin-2: kappa opioid receptor blockers – cell-based, luminescence, uHTS (AID 1778); KOR beta-arrestin recruitment, luminescence, antagonist mode; higher % means a stronger effect; one-dose inhibition, % at 10 µM; IC50 in µM for titrated hits; 290,000 compounds, 0.091% hits; in the data active means inhibition above about 50%; further: strong numbers were not always called active
West Nile virus CPE: inhibition of WNV-induced cytopathic effect – cell-based, CPE readout (AID 1621); West Nile virus-infected cells, CPE inhibition; higher % means a stronger effect; one-dose CPE inhibition, % at 10 µM; IC50 in µM for titrated hits; 290,000 compounds, 0.02% hits; in the data active means a potency from the dose series; further: strong numbers were not always called active
GPR55 activation: GPR55 agonists via beta-arrestin recruitment, primary screen, imaging, U2OS cells, beta-arrestin-GFP redistribution (AID 1961) | U2OS GPR55 beta-arrestin-GFP redistribution imaging; higher % means a stronger effect | one-dose activation, % at 10 µM; EC50 in µM for titrated hits | 290,000 compounds, 0.048% hits;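 active means activation above 40% with more than 50 cells counted in the well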;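 further: U2OS osteosarcoma cells stably expressing GPR55 and beta-arrestin-GFP; plate controls were DMSO negative control for no effect and LPI positive control for full effect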
NS5 inhibitors: flavivirus cap methylation enzyme inhibition – biochemical, confirmation dose response, primary screen (AID 588689) | Dengue-2 NS5 methyltransferase capping enzyme assay, biochemical; higher % means a stronger effect | one-dose inhibition, % at 25 µM; IC50 in µM for titrated hits | 340,000 compounds, 0.3% hits; in the data active means a potency from the dose series
HIV peptide binding: inhibitors of HIV fusion peptide binding, primary screen, biochemical, uHTS, fluorescence dequenching (AID 1986); cell-free peptide binding, fluorescence dequenching, 30 min; higher % means a stronger effect; one-dose inhibition, % at 20 µM; IC50 in µM for titrated hits; 290,000 compounds, 0.3% hits; in the data active means inhibition mostly above about 52%, no sharp cut-off; inactive means mostly below about 76%; further: some results filed as inactive read as strong as hits
GPR55 antagonists: inhibition of LPI-stimulated GPR55 beta-arrestin translocation – imaging, U2OS, beta-arrestin-GFP, LPI agonist, primary screen (AID 2013); U2OS GPR55 beta-arrestin-GFP translocation imaging, LPI antagonism; higher % means a stronger effect; inhibition, % at 10 µM; hits with a dose series show IC50 in µM; 290,000 compounds, 0.13% hits;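 active means spots per cell inhibited over 60%, with over 100 cells counted and total cytoplasm intensity under 500,000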;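 further: U2OS cells stably carrying GPR55 and arrestin-GFP stimulated by 5 µM LPI near EC80; imaged beta-arrestin-GFP aggregate spots per cell after agonist stimulation; plate controls were LPI-stimulated DMSO wells for no effect and DMSO wells without LPI for full effect; some results filed as inactive read as strong as hits; confirmed hits need IC50 under 10 µM and bright autofluorescent wells are also inconclusive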
GPR35 arrestin U2OS: GPR35 antagonists blocking zaprinast-driven arrestin recruitment, primary screen, imaging, U2OS, beta-arrestin-GFP, zaprinast agonist (AID 2058). U2OS GPR35 beta-arrestin-GFP translocation imaging, zaprinast antagonism; higher % means a stronger effect. one-dose inhibition, % at 10 µM; IC50 in µM for titrated hits. 290,000 compounds, 0.052% hits;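 active means inhibition of at least 50% with at least 30 cells and total cytoplasm GFP at most 10,000,000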
NS5 inhibitors pilot replicate: second read-out of NS5 inhibitors, no call of its own (marks repeat the call); inhibition, %; measured here: pilot screen replicate inhibition
Numbers without * were called inactive; nt = not tested or not shown; [ ] = another dose, or the depositor's remark. This is a subset; count on the stated rates, not on these rows.

Sample of the layout:
SMILES	NOD1 inhibition	KOR beta-arrestin-1	KOR beta-arrestin-2	West Nile virus CPE	GPR55 activation	NS5 inhibitors	HIV peptide binding	GPR55 antagonists	GPR35 arrestin U2OS	others
CCN(CC)S(=O)(=O)c1ccc(N/N=C/c2ccccc2OCC(=O)O)c([N+](=O)[O-])c1	-27%	3.3%	-23%	-0.6%	-0.5%	14%	14%	6%	-15%
COc1ccc(Br)cc1C1N2CC3(C)CN1CC(C)(C2)C3=O (stereo unspecified)	10%	-1.3%	-4%	-0.2%	-0.2%	-1%	-1.9%	9%	4%
Fc1ccccc1N1CCN(CCCc2ccccc2)CC1	-15%	-2.4%	-18%[20 µM]	-0.5%	-0.3%	9%	1.8%	9%	6%	NS5 inhibitors pilot replicate=0.3
Cc1nnc2n(-c3ccc(Cl)cc3)c(=O)c3c4c(sc3n12)CN(C)CC4	-9%	-4.9%	-1%	nt	-0.1%	nt	-1.4%	-4%	7%
Cc1cccc(C)c1NC(=O)CSc1nnc(-c2cnccn2)n1C	-14%	-2.5%	-27%	-0.2%	0.3%	3%	0.0%	4%	23%
CCCS(=O)(=O)N1CCCC(C(=O)NCCCN(CC)c2cccc(C)c2)C1 (stereo unspecified)	6%	1.8%	16%	-0.6%	0.0%	6%	0.3%	19%	10%
COc1ccc(N2CCN(C(CNC(=O)C(=O)NCCCO)c3ccco3)CC2)cc1 (stereo unspecified)	-9%	-6.9%	-53%	-0.6%	-0.2%	-1%	-1.6%	0%	-9%
O=C(C1=C(O)C(=O)N(Cc2ccccc2)C1c1ccncc1)c1ccco1 (stereo unspecified)	-11%	-3.4%	29%	-0.4%	0.2%	-3%	-1.0%	17%	-7%
COc1cccc(N/C=C(\C#N)c2ccc(OCCCF)cc2)c1	-44%	-6.7%	12%	0.1%	-0.1%	-8%	3.5%	16%	-6%
Cc1cccc(-n2ccnc2CN2CCN(C(C)C)C(CCO)C2)c1 (stereo unspecified)	-3%	8.0%	20%	-0.6%	0.0%	-3%	-2.0%	-9%	5%
C/C(=N\Nc1nccnc1Cl)c1c(F)c(F)c(F)c(F)c1F	-30%	0.4%	25%	-0.8%	0.3%	0%	2.1%	-4%	0%

This part in full, previewed entries included:
SMILES	NOD1 inhibition	KOR beta-arrestin-1	KOR beta-arrestin-2	West Nile virus CPE	GPR55 activation	NS5 inhibitors	HIV peptide binding	GPR55 antagonists	GPR35 arrestin U2OS	others
CCN(CC)S(=O)(=O)c1ccc(N/N=C/c2ccccc2OCC(=O)O)c([N+](=O)[O-])c1	-27%	3.3%	-23%	-0.6%	-0.5%	14%	14%	6%	-15%
COc1ccc(Br)cc1C1N2CC3(C)CN1CC(C)(C2)C3=O (stereo unspecified)	10%	-1.3%	-4%	-0.2%	-0.2%	-1%	-1.9%	9%	4%
Fc1ccccc1N1CCN(CCCc2ccccc2)CC1	-15%	-2.4%	-18%[20 µM]	-0.5%	-0.3%	9%	1.8%	9%	6%	NS5 inhibitors pilot replicate=0.3
Cc1nnc2n(-c3ccc(Cl)cc3)c(=O)c3c4c(sc3n12)CN(C)CC4	-9%	-4.9%	-1%	nt	-0.1%	nt	-1.4%	-4%	7%
Cc1cccc(C)c1NC(=O)CSc1nnc(-c2cnccn2)n1C	-14%	-2.5%	-27%	-0.2%	0.3%	3%	0.0%	4%	23%
CCCS(=O)(=O)N1CCCC(C(=O)NCCCN(CC)c2cccc(C)c2)C1 (stereo unspecified)	6%	1.8%	16%	-0.6%	0.0%	6%	0.3%	19%	10%
COc1ccc(N2CCN(C(CNC(=O)C(=O)NCCCO)c3ccco3)CC2)cc1 (stereo unspecified)	-9%	-6.9%	-53%	-0.6%	-0.2%	-1%	-1.6%	0%	-9%
O=C(C1=C(O)C(=O)N(Cc2ccccc2)C1c1ccncc1)c1ccco1 (stereo unspecified)	-11%	-3.4%	29%	-0.4%	0.2%	-3%	-1.0%	17%	-7%
COc1cccc(N/C=C(\C#N)c2ccc(OCCCF)cc2)c1	-44%	-6.7%	12%	0.1%	-0.1%	-8%	3.5%	16%	-6%
Cc1cccc(-n2ccnc2CN2CCN(C(C)C)C(CCO)C2)c1 (stereo unspecified)	-3%	8.0%	20%	-0.6%	0.0%	-3%	-2.0%	-9%	5%
C/C(=N\Nc1nccnc1Cl)c1c(F)c(F)c(F)c(F)c1F	-30%	0.4%	25%	-0.8%	0.3%	0%	2.1%	-4%	0%
CCOc1cc(NC(=O)c2ccccn2)c(OCC)cc1NC(=O)c1cccc(C)c1	-26%	-3.8%	-27%	-1.1%	-0.1%	-3%	0.4%	11%	-15%
Nc1nc(NCCOCCO)nc(N2CCCCCC2)c1[N+](=O)[O-]	-3%	-1.0%	-1%	-0.5%	0.0%	1%	-1.3%	-9%	-13%
O=C1c2cccc(OCC(=O)N3CCCc4ccccc43)c2CCN1Cc1cccnc1	20%	-2.3%	-51%	-1.4%	-0.2%	3%	1.2%	30%	-11%
Cc1cccc(C(=O)NCCCN2CCCC2=O)c1	4%	-10%	5%	0.4%	-0.2%	-6%	0.1%	3%	-2%
CCC(=Nc1ccc(N)cc1)C1=C(O)C(C(=O)OC)C(C)(C)CC1=O (stereo unspecified)	-9%	-7.5%	24%	0.7%	-0.2%	14%	-0.8%	-12%	-10%
COc1cc(NC(=O)Cn2cnc(S(=O)(=O)N3CCOCC3)c2)cc(OC)c1OC	-18%	5.4%	0%	0.7%	-0.1%	-7%	0.6%	2%	-1%
Cc1ccc(C(CNC(=O)Nc2ccccc2)N2CCN(C)CC2)cc1 (stereo unspecified)	-5%	6.8%	0%	-0.1%	-0.1%	-11%	-2.1%	6%	2%
COc1cccc(-c2nc3ccc([N+](=O)[O-])cc3o2)c1	-59%	26%	-9%	0.2%	-0.2%	-11%	0.3%	14%	-7%
COCCNC(=O)c1cc(C(=O)CC(C)C)c[nH]1	-26%	-6.9%	19%[20 µM]	0.1%	-0.1%	-4%	1.4%	3%	-2%
Cn1ncc2nnn(-c3ccccc3)c(=O)c21	-12%	-2.8%	-7%	-0.4%	0.0%	1%	0.7%	-12%	7%
COc1ccc(S(=O)(=O)NC2CCCCC2)cc1C(=O)N1CCCCC1	-35%	-2.5%	9%	-0.5%	0.0%	-3%	0.9%	11%	7%

Two compounds drawn at random from the list so far:
SMILES	NOD1 inhibition	KOR beta-arrestin-1	KOR beta-arrestin-2	West Nile virus CPE	GPR55 activation	NS5 inhibitors	HIV peptide binding	GPR55 antagonists	GPR35 arrestin U2OS	others
Cc1nnc2n(-c3ccc(Cl)cc3)c(=O)c3c4c(sc3n12)CN(C)CC4	-9%	-4.9%	-1%	nt	-0.1%	nt	-1.4%	-4%	7%
Cc1cccc(C)c1NC(=O)CSc1nnc(-c2cnccn2)n1C	-14%	-2.5%	-27%	-0.2%	0.3%	3%	0.0%	4%	23%
